Compound activity deposited in PubChem BioAssay by several laboratories.
FAS-TE inh: FAS thioesterase domain inhibitors, primary screen, biochemical, fluorescence intensity, uHTS | recombinant FAS-TE, OMFH fluorogenic substrate, fluorescence endpoint | inhibition, % at 15 µM | actives 0.67% (n = 360,000) | AID 602261, 2012;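 active = compounds whose normalised, plate-corrected inhibition of enzyme fluorescence in the single-dose primary screen is 50% or more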;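 note: 0% = DMSO with enzyme and 100% = substrate without enzyme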
E coli Lon inh: inhibitors of E. coli Lon protease, primary screen, biochemical, fluorescence polarization; P0A9M0; purified E. coli Lon protease; inhibition, % at 7.94 µM; actives 0.42% (n = 360,000); AID 602123, 2011; in the data active = inhibition above about 13%, passing the limit was not always enough;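 note: 0% = enzyme with probe and DMSO and 100% = no enzyme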
Rin1-Abl PPI inh: inhibitors of Rin1-Abl protein binding, primary screen, biochemical, TR-FRET | inhibition, % at 7.35 µM | Tyrosine-protein kinase ABL1 (Homo sapiens) + Ras and Rab interactor 1 (Homo sapiens), … | actives 0.4% (n = 360,000); in the data active = inhibition above about 5%, passing the limit was not always enough
MT1-MMP act inh: blockers of MT1-MMP proenzyme processing, primary screen, HT1080 RFP-PRO-GFP cells, GFP/RFP fluorescence; Matrix metalloproteinase-14 (Homo sapiens), P50281; GFP/RFP ratio fluorescence, overnight; percent of plate control window, DMSO zero; GFP/RFP ratio change, % at 20 µM; actives 0.061% (n = 360,000);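 active = GFP/RFP ratio change of at least 30% with cell ATP level not reduced by more than half and red fluorescence within 50% of control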; note: strong numbers were not always called active
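system = RFP-PRO-GFP reporter HT1080 cells | dosing = 20 µM single dose, 1% DMSO | timing = overnight cell settling, then overnight compound exposure, 37 °C, 5% CO2 | read-out basis = GFP/RFP fluorescence ratio | controls = DMSO and RFP-L50D-GFP cell wells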
PABP1 MLLE inh: inhibitors of PABP1 MLLE–PAM2 peptide binding, primary screen, biochemical, fluorescence polarization, FITC-PAM2, GST-MLLE. actives 0.36% (n = 360,000). Polyadenylate-binding protein 1 (Homo sapiens), P11940. inhibition, % at 20 µM. AID 588489, 2011; in the data active = inhibition above about 35%, passing the limit was not always enough;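 note: plate controls were DMSO wells with GST-MLLE for no effect and wells lacking GST-MLLE protein for full effect; some results filed as inactive read as strong as hits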
MsrA act: bovine MsrA enzyme activators, primary screen, biochemical, absorbance, HTS | purified bovine MsrA, absorbance read-out | actives 0.3% (n = 360,000) | AID 602163, 2012 | Methionine sulfoxide reductase A (Bos taurus) | activation, % at 10.6 µM; in the data active = activation above about 7.5%;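 note: 0% = vehicle and 100% = reference activator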
MsrA inhibitor: bovine MsrA enzyme inhibitors, primary screen, biochemical, absorbance, HTS | Methionine sulfoxide reductase A (Bos taurus) | purified bovine MsrA, absorbance read-out | actives 0.75% (n = 360,000) | inhibition, % at 15.5 µM; in the data active = inhibition above about 4.5%;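 note: 0% = vehicle wells with enzyme and 100% = reference inhibitor wells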
CSN deneddyl inh: inhibitors of CSN-mediated cullin deneddylation, primary screen, biochemical, fluorescence polarization, uHTS; Purified CSN, SCF-Nedd8-OG deneddylation; actives 0.38% (n = 360,000); inhibition, % at 12.5 µM;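 active = pattern-corrected inhibition above about 35%, with an unprinted fluorescence ratio check between 0.5 and 1.5, limit read from the data, passing the limit was not always enough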;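 note: 0% = enzyme with substrate and 100% = substrate without enzyme; some results filed as inactive read as strong as hits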
Target sequence (Q92905 whole entry, looked up, one chain of several): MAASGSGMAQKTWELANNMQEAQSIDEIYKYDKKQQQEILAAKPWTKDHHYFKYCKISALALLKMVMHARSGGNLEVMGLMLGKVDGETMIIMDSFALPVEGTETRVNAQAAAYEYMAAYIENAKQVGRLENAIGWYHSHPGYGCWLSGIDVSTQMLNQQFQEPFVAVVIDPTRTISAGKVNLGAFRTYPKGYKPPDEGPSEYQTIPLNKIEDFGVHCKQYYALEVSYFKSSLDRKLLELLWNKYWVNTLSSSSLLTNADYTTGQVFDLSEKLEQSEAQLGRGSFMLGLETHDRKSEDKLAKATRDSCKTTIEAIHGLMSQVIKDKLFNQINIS
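Assay system: purified human Csn5 enzyme expressed in HEK293T cells; Input: 0.24 nM Csn5 enzyme, final concentration; Reagent: 10 nM SCFSkp2-Nedd8OG; Compound dosing: 12.5 µM single point; Times: reaction 90 min, room temperature; Technique: fluorescence polarization readout.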
Rpn11 block: Rpn11 (PSMD14) deubiquitinase inhibitors, primary screen, biochemical, fluorescence polarization, uHTS. 26S proteasome non-ATPase regulatory subunit 14 (Homo sapiens), O00487. human 26S proteasome, Ub4-pepOG fluorescence polarization; 20S core pre-blocked with epoxomicin. calls only at 20 µM. actives 0.59% (n = 360,000). AID 588493, 2011;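 active = inhibition at 20 µM, scaled to each plate's controls, above about 33%, limit read from the data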
Target sequence (O00487 whole entry, looked up): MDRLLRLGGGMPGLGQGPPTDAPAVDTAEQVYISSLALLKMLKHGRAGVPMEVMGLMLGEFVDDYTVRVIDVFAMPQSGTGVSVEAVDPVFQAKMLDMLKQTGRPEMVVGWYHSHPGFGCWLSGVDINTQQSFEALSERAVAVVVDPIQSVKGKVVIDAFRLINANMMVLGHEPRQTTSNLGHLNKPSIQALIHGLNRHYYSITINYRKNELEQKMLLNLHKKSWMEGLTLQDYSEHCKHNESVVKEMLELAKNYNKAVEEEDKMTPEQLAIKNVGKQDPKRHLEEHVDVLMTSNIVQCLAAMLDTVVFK
* hit, by the source's call; i = inactive; · = not tested or not shown; + = active, no number.

SMILES	FAS-TE inh	E coli Lon inh	Rin1-Abl PPI inh	MT1-MMP act inh	PABP1 MLLE inh	MsrA act	MsrA inhibitor	CSN deneddyl inh	Rpn11 block
O=C(Cn1c(=O)oc2ccccc21)N1CCOCC1	-13	-1	3	2	7	-11	0.7	3	i
CCCCOP(=O)(c1ccc(N(C)C)cc1)C(O)c1ccc(OC)c(OC)c1 (stereo not given)	-2	10	-4	5	-6	-12	-1.0	2	i
COc1ccccc1N1CCN(C(=O)C2CC(=O)N(c3ccccc3)C2)CC1 (stereo not given)	-1	-1	1	-1	0	-4	1.4	1	i
COc1ccc(C(CC(=O)NC(C)(C)C)n2cccc2)cc1 (stereo not given)	-3	-1	0	·	11	2	0.2	4	i
COCCNC(=O)Cn1nc(-c2ccc(C)cc2)ccc1=O	-5	-10	3	-1	-14	-2	·	-1	i
Cc1cccc(-n2c(SCC(=O)NCc3ccco3)nc3ccccc3c2=O)c1	1	2	5	4	3	-3	-0.2	-1	i
O=C(CN1C(=O)COc2ccc(S(=O)(=O)N3CCOCC3)cc21)NCc1ccco1	-5	2	-3	1	0	-2	-0.8	3	i
O=C(CNC(=O)c1ccco1)N/N=C/c1ccc(O)cc1O	-5	-2	-1	2	2	2	3.3	-1	i
CCCCN(C(=O)c1c(C)[nH]c(C(=O)OCC)c1C)c1ccccc1	-1	4	1	-4	-1	-4	-1.3	-2	i
O=C(NC(C(=O)c1ccccc1)N1CCCCCC1)c1ccco1 (stereo not given)	-4	4	-1	0	10	-4	-0.2	1	i
CCc1cccc(CC)c1NC(=S)N(CCN(C)C)C(C)c1cccnc1 (stereo not given)	-1	2	1	-2	-28	-9	-0.6	1	i
CC(Sc1cccc[n+]1[O-])c1ccccc1 (stereo not given)	-3	2	0	1	7	-6	0.9	-2	i
O=S(=O)(c1ccc(F)cc1)N1CCC(N2CCCCCC2)CC1	-11	20	1	2	6	-14	-0.7	0	i
CCOc1ccc(NC(=O)N2CC(C)OC(C)C2)cc1 (stereo not given)	-2	1	0	-2	-7	-2	0.1	2	i
COc1cccc(C(=O)N2CCN(CCCc3ccccc3)CC2)c1OC	-8	-6	5	3	-5	-2	-0.3	5	i
CN1CCN(C(=O)c2ccc3c(c2)N(Cc2cccc(Cl)c2)C(=O)c2ccccc2S3=O)CC1 (stereo not given)	-3	-8	-2	-2	17	-2	-0.5	-2	i
O=C(CN1CCN(c2ccccn2)CC1)NC(=O)NC1CCCCC1	-2	0	2	1	-3	-3	0.1	-4	i
CNC(=S)Nc1ccc2nc(C)c(C)nc2c1	-12	4	-3	2	9	-2	2.8	-3	i
N#CC1(NC(=O)COc2cccnc2[N+](=O)[O-])CCCCC1	-4	11	4	17	9	-14	-0.8	-4	i
CCN(CC(=O)Nc1ccc(OC)c(OC)c1)S(=O)(=O)c1ccc(C)cc1	-1	3	2	2	4	-3	0.3	3	i

Overlap with the part before: three entries, then new ones.
SMILES	FAS-TE inh	E coli Lon inh	Rin1-Abl PPI inh	MT1-MMP act inh	PABP1 MLLE inh	MsrA act	MsrA inhibitor	CSN deneddyl inh	Rpn11 block
CNC(=S)Nc1ccc2nc(C)c(C)nc2c1	-12	4	-3	2	9	-2	2.8	-3	i
N#CC1(NC(=O)COc2cccnc2[N+](=O)[O-])CCCCC1	-4	11	4	17	9	-14	-0.8	-4	i
CCN(CC(=O)Nc1ccc(OC)c(OC)c1)S(=O)(=O)c1ccc(C)cc1	-1	3	2	2	4	-3	0.3	3	i
Cn1cc2ccc(N)cc2n1	-4	3	-4	5	3	-2	0.9	3	i
COc1ccc(N2C(=O)c3ccccc3NC2(C)C)cc1	0	-15	4	2	-3	-5	0.3	-1	i
O=C(c1ccccc1)c1cnc(-c2ccccc2)s1	18	2	0	3	0	-3	0.9	1	i
C=CCSc1nnc(NC(=O)CSCc2c(C)noc2C)s1	1	-21	2	3	3	-2	1.1	-1	i
CCn1c(=S)[nH]c2c(=O)n(C)c(=O)n(C)c21	-4	-14	-1	-6	16	-5	2.0	-3	i
O=C(Nc1ccc(F)cc1)OCCOc1ccc([N+](=O)[O-])cc1	13	14	0	6	14	-6	0.4	-2	i
CC(NC(=O)Nc1ccc2c(c1)OCO2)C1CCCO1 (stereo not given)	-9	-7	-3	-23	10	-5	-0.9	-2	i
Cc1ccc(-c2cc(NC=O)c3ncc(-c4cccc(C(=O)N(C)C)c4)n3c2)cc1	7	-43	2	-6	-68	0	-0.5	8	i
CC(=O)Nc1ccc(S(=O)(=O)NC2=C(N3CCN(c4ccc(F)cc4)CC3)C(=O)c3ccccc3C2=O)cc1	26	-8	2	-1	19	2	1.0	-2	i
O=c1c(-c2ccccc2)c(O)nc2ccccn12	-5	-3	5	1	-6	-10	1.0	4	i
O=C(NC(O)C(=O)c1cccs1)c1cccnc1 (stereo not given)	-2	-5	-4	-7	1	1	-0.3	-1	i
Cc1cc(C)n2nc(C(=O)OCC(=O)Nc3ccc(C)c(S(=O)(=O)N4CCOCC4)c3)nc2n1	-10	-6	4	1	-9	-11	0.7	4	i
CC(C)(C)N1CC(COc2ccccc2)OC1=O (stereo not given)	-6	4	0	0	6	-1	-0.5	-5	i
CCOC(=O)N1CCC(NC(=O)c2cccc3c2C(=O)N(Cc2cccnc2)C3)CC1	-4	-3	2	8	-5	-1	-1.1	4	i
O=C(CC1CCCC1)Nc1nc2ccccc2[nH]1	-4	1	3	5	11	-2	-0.1	-1	i
O=C(CN1CCN(S(=O)(=O)N2CCOCC2)CC1)Nc1ccc(Cl)c(Cl)c1	5	-3	1	2	0	-3	0.0	-1	i
Cc1nn(CC2CCCCC2)c(N)c1-c1ccccc1	0	-1	0	·	-20	1	0.4	8	i
COCCNC(=O)c1cc(S(=O)(=O)N(C)C2CCCCC2)ccc1Cl	-3	-4	-2	2	-10	-1	-0.5	-1	i
COc1cc(/C=N/N=C(\N)c2nonc2N)cc(OC)c1O	-4	-3	-2	1	3	-4	2.5	0	i
O=c1cc(Cl)[nH]n(-c2ccccc2)c1=O	-5	2	-1	3	7	-1	0.6	0	i
COc1ccccc1NC(=S)NC1CCCCC1	-6	6	1	-2	-17	-3	-0.2	-10	i
COc1ccc(CCNC(=O)c2cc3c(=O)n4ccccc4nc3n(CCN3CCOCC3)c2=N)cc1	0	-7	-13	3	1	-3	2.9	-5	i
COc1ccccc1/C=C/C(=O)NC(=S)NCC1CCCO1 (stereo not given)	1	-7	2	2	3	-5	1.7	1	i
CCOC(=O)C1CCCN(C2CC(=O)N(c3cccc(C)c3)C2=O)C1 (stereo not given)	-5	0	-1	1	-13	-1	-1.0	-9	i
N#Cc1ccc(S(=O)(=O)N2CCCCC2c2cc(C(=O)NCc3cccnc3)no2)cc1 (stereo not given)	-7	-2	1	4	15	0	0.5	1	i
CCOC(=O)C(C)Sc1nc(N)c(NC(=O)c2ccc(OC)c(OC)c2)c(=O)[nH]1 (stereo not given)	-1	-2	0	0	17	-7	0.4	3	i
COc1cc(OC)cc(-c2nn[nH]n2)c1	-8	-1	2	2	16	-5	0.1	-1	i
CO/N=C/C(=N\Nc1ccc(OC)cc1)C(=O)c1ccc(OC)cc1	26	-5	1	-2	3	-1	-0.6	3	i
COc1ccc(CCNC(=O)C2CC(c3ccccc3C(F)(F)F)=NO2)cc1 (stereo not given)	-6	11	6	9	-1	-5	0.6	-1	i
CNC(=O)CSc1nc(-c2ccccc2)c(-c2ccccc2)[nH]1	-5	-4	0	7	-5	-12	-0.6	4	i
O=C(Cc1c(Cl)cccc1Cl)OCC(=O)N1CCOCC1	-5	-3	-1	-3	0	-4	0.2	0	i
S=C(NCCc1ccccc1)N/N=C/c1ccc(Cl)cc1	36	-2	-2	2	7	-3	-0.2	-1	i
Cc1cc(N2CC(C)OC(C)C2)n2cc(-c3ccccc3)nc2n1 (stereo not given)	-7	-7	-6	3	1	-4	2.2	7	i
O=C(Cn1cnc2ccccc2c1=O)N/N=C/c1ccc(Br)cc1	-2	5	1	0	-2	-1	0.4	2	i
COCCNC(=O)c1cccc2c(-c3cccc(C(N)=O)c3)coc12	-5	6	-2	5	6	-4	-0.8	1	i
O=C(CSc1nnc(Nc2ccccc2)s1)Nc1ccc(S(=O)(=O)N2CCOCC2)cc1	6	-7	-1	1	-44	0	2.5	8	i
COC(=O)c1ccccc1N=C(SC)N(C)C	-7	7	-4	-5	-60	-4	0.9	12	i
CC(C)NC(=O)CSc1nc2sccc2c(=O)n1-c1ccccc1	-4	-16	0	12	-6	-2	0.6	1	i
CCN(CC(=O)NC1CC1)S(=O)(=O)c1ccc(OC)cc1	-6	13	1	-4	6	-3	-0.7	-1	i
CS(=O)(=O)c1ccc(C(=O)NC2CCCc3ccccc32)cc1 (stereo not given)	-5	-3	-5	0	4	-3	·	-7	i

Entries of single compounds, looked up by structure. Values in the order: FAS-TE inh	E coli Lon inh	Rin1-Abl PPI inh	MT1-MMP act inh	PABP1 MLLE inh	MsrA act	MsrA inhibitor	CSN deneddyl inh	Rpn11 block
COc1ccccc1NC(=S)NC1CCCCC1 in the list: -6	6	1	-2	-17	-3	-0.2	-10	i
O=C(Cc1c(Cl)cccc1Cl)OCC(=O)N1CCOCC1 in the list: -5	-3	-1	-3	0	-4	0.2	0	i
COC(=O)c1ccccc1N=C(SC)N(C)C in the list: -7	7	-4	-5	-60	-4	0.9	12	i

Continued:
SMILES	FAS-TE inh	E coli Lon inh	Rin1-Abl PPI inh	MT1-MMP act inh	PABP1 MLLE inh	MsrA act	MsrA inhibitor	CSN deneddyl inh	Rpn11 block
Cc1[nH]c2ccc(C(=O)OCC(=O)Nc3cccc(S(N)(=O)=O)c3)cc2c1C	5	-10	2	0	-16	-3	-0.7	6	i
COc1ccc(-c2nnc(SCC(=O)NCc3ccco3)o2)cc1	-9	-4	0	2	-43	-4	0.0	-3	i
Cc1ccc2nc(NCCCO)[nH]c2c1	-8	-8	1	4	-25	-2	-0.6	-1	+
Cc1ccccc1OCCC(=O)Nc1c(C)n(C)n(-c2ccccc2)c1=O	-8	-1	2	2	3	0	0.3	-7	i
CCOC(=O)c1ccc(Nc2sc(C(=O)c3cccc([N+](=O)[O-])c3)c(N)c2C#N)cc1	-4	-2	1	-2	6	6	0.3	3	i
Cc1ccc(-c2nc(C#N)c(N3CCC(C(N)=O)CC3)o2)cc1	1	7	-1	-1	-6	-5	1.1	-4	i
CSCCC(NC(=O)COc1ccccc1)C(=O)N(C)CC(=O)Nc1ccc(Cl)cc1 (stereo not given)	11	-2	0	4	5	-5	1.0	-1	i
